iPSC survival up: increases survival of single human iPS cells | hiPSC single-cell survival, ATPlite luminescence; 100% = ROCK inhibitor wells, 0% = DMSO | survival enhancement, % at 20 µM | hit rate 0.044% among 360,000 | AID 602274; in the data active = survival enhancement above about 18%;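 also: cells exposed to compounds for 16 hours before the ATP read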
HIF-2a inh: HIF-2a inhibition. inhibition, % at 18.8 µM. hit rate 0.72% among 360,000. 786-0 RCC cells HIF-2a reporter, luciferase luminescence, overnight. AID 624352;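 active = inhibition of the luminescence signal of 40% or more relative to plate controls, in a single-dose primary screen at 18.75 µM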
MITF TRPM1 inh: reduces MITF-dependent TRPM1 promoter luciferase signal | SK-MEL-5 TRPM1 promoter luciferase, 24 h | inhibition, % at 12.5 µM | hit rate 0.83% among 330,000 | AID 488899;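 active = mean inhibition across replicates of 60% or more, whatever share of single replicates reaches that level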; also: values of inactives mirror those of a sister screen read the other way
NR2E3 ag-1: agonists of human NR2E3 nuclear receptor. Q9Y5X4. CHO-S Gal4-NCOR/VP16-NR2E3 two-hybrid, luciferase. inhibition of corepressor binding, % at 3.98 µM. hit rate 0.35% among 360,000. AID 602229;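 active = inhibition above the mean of all tested compounds plus 3 SD, cut at about 70% in these data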;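 also: 0% = DMSO with NR2E3 transfected cells and 100% = cells lacking NR2E3 construct; higher means lower luciferase signal from less NR2E3 corepressor binding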
CaV13 FRET inh: Disruptors of the CACNA1D IQ motif to Ca2+-dependent inactivation inhibitor domain association, primary screening, Förster resonance energy transfer in intact living … | AID 743397 | HEK cells, CFP/YFP FRET ICDI-IQ, plate reader, 10 min; percent FRET-ratio fall versus neutral wells | hit rate 0.098% among 340,000 | inhibition, % at 12.3 µM;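 active = mean replicate inhibition of at least 30% and at least 1% of replicates passing that level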;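 also: 0% = median of the neutral control wells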
Peg3 promoter: reduces Peg3 promoter-driven luciferase expression in HeLa; HeLa PEG-Prom luciferase reporter, luminescence, overnight; inhibition, % at 20 µM; hit rate 1.7% among 360,000; AID 588405;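 active = inhibition of at least 50% at 20 µM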
HTR2A ag: activates the mouse 5-HT2A serotonin receptor | activation, % at 7.6 µM | P35363 | hit rate 0.66% among 360,000 | CHO-K1 mHTR2A beta-arrestin complementation, luminescence; percent of 30 µM serotonin response;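 active = activation above a run cutoff, the mean activation of all tested compounds plus 3 SD, cut at about 14% in these data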;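 also: 0% = plate median of compound wells and 100% = 30 µM serotonin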
Target sequence (P35363 whole entry, looked up): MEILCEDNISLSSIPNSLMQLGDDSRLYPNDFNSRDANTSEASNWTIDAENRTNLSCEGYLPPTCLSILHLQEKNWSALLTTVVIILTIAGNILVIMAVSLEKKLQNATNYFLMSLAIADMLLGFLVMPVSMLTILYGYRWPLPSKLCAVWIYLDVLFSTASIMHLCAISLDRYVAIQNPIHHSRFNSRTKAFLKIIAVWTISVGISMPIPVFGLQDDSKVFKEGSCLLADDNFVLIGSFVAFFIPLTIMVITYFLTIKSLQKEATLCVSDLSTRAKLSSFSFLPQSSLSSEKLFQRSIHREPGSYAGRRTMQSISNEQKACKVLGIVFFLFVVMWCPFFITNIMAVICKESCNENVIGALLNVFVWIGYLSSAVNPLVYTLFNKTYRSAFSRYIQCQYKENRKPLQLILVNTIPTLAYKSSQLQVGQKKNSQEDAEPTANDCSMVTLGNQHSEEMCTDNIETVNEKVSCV
H9c2 protect: modulators protecting cardiomyocytes from myocardial damage; H9c2 cardiomyocytes, H2O2 injury protection, ATPLite, 2 h; protection from H2O2 cell death, % at 20 µM; hit rate 0.63% among 360,000;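 active = compounds giving at least 50% protection of heart cells from peroxide-induced death in the single-dose screen, raw or plate-pattern-corrected value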;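 also: 0% = DMSO wells with peroxide and 100% = DMSO wells without peroxide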
NR2E3 ag-2: agonists of human nuclear receptor NR2E3; hit rate 0.12% among 320,000; inhibition of corepressor binding, % at 4.78 µM; Q9Y5X4; AID 2300; GST-NR2E3/biotin-RetCOR TR-FRET, 1536-well;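 active = percent inhibition above the cutoff of mean plus 3 SD of all tested compounds, set per screening campaign, cut at about 20% in these data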;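 also: 0% = DMSO wells and 100% = biotin wells as full block of FRET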
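Material: NR2E3–RetCOR corepressor complex | Quantity: 1.35 nM GST-tagged NR2E3 final | Schedule: 5 h at 4 °C | Replication: Singlicate compound wells | Reagent: RetCOR corepressor, biotinylated, 7 nM | Controls: Biotin wells as high control, 0.6% DMSO wells as low control | Signal: TR-FRET, Eu(K)-anti-GST donor, streptavidin-D2 acceptor, ex 340, em 617/671 nm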
PDI turbidity: inhibitors of human protein disulfide isomerase | P07237 | PDI insulin aggregation turbidity, A650, 90 min | inhibition, % at 10 µM | hit rate 0.052% among 350,000 | AID 588391;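 active = mean inhibition across replicates of 30% or more, whatever share of single replicates reach that level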;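 also: absorbance from insulin aggregation driven by PDI reduction with DTT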
Target sequence (P07237 whole entry, looked up): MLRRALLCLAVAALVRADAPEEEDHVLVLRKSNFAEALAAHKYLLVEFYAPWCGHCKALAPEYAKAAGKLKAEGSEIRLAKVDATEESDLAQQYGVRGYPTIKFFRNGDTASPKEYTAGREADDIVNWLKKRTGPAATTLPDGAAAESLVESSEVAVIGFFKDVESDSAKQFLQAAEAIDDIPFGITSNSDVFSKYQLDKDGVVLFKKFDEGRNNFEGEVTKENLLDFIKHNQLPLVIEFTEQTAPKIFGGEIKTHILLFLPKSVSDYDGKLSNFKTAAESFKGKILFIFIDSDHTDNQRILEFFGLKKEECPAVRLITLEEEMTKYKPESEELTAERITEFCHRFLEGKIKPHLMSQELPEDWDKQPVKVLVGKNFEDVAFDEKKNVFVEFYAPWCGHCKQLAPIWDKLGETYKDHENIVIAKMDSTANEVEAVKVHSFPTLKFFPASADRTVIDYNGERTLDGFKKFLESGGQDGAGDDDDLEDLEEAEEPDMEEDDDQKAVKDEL
Shn3 3UTR inh: Schnurri-3 reporter inhibition in Clone20 osteoblasts; hit rate 0.52% among 360,000; AID 588674; Clone20 osteoblast Shn3 3'UTR firefly luciferase, 24 h; inhibition, % at 12.5 µM;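 active = mean inhibition of at least 75% with every replicate also reaching 75%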;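 also: 0% = median of neutral control wells and 100% = pilot-screen positive control compound; some compounds past the cut are filed as inactive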
* = called active by the depositor; · = not tested or not shown.

SMILES	iPSC survival up	HIF-2a inh	MITF TRPM1 inh	NR2E3 ag-1	CaV13 FRET inh	Peg3 promoter	HTR2A ag	H9c2 protect	NR2E3 ag-2	PDI turbidity	Shn3 3UTR inh
COc1cc2nc(CCc3ccccc3)oc(=O)c2cc1OC	-0.8	13	2	-17	9	-5	0	6	-2	2	1
Cc1ccccc1C1=NC(c2ccc(F)cc2F)ON1 (centres undefined)	1.0	-189	-56	-13	-5	-173	0	-6	1	-1	-34
CN(Cc1cccc(-n2cccn2)c1)C(=O)CCc1nnc(C2CCCCC2)o1	0.3	-145	-40	-63	2	-124	0	-4	2	0	-41
C=CCNC(=O)COc1ccc(Br)cc1Cl	0.0	-152	-67	-44	-5	-210	1	-7	0	0	-20
O=c1[nH]c(CCl)nc2cc(-c3ccc(F)cc3)sc12	-0.7	-150	-3	-98	-3	-49	3	-13	3	43*	-44
O=C(NCc1cccnc1)c1ccc(CS(=O)(=O)c2ccc(Br)cc2)o1	-1.1	-39	2	-18	-2	-29	1	-17	1	·	16
COc1ccc(OC)c(NC(=O)CCNS(=O)(=O)c2ccc3c(c2)CC(C)N3C(C)=O)c1 (centres undefined)	5.7	11	·	-4	-5	-8	4	2	·	2	-20
COc1ccc(-n2cnc3ccccc32)cc1	-0.8	-58	-32	-42	-7	-59	-2	-6	5	-1	-35
O=C(NCc1ccccc1Br)c1ccncc1	0.5	3	0	-7	·	10	-4	-6	-1	-1	-1
O=C(NNc1c2ccccc2nc2ccccc12)C12CC3CC(CC(C3)C1)C2	-0.4	28	-5	-10	-18	4	1	11	-6	-3	0
O=C1C(NS(=O)(=O)c2cccs2)=C(N2CCN(c3cccc(C(F)(F)F)c3)CC2)C(=O)c2ccccc21	2.8	14	-4	-36	-5	19	10	-12	0	-2	-16
CCS(=O)(=O)c1ccc2c(c1)N(S(=O)(=O)c1cccs1)CC(C(=O)O)O2 (centres undefined)	-0.1	11	-2	-15	-5	-3	12	0	-2	9	-18
CCCCNC(=O)OCCSCCS(=O)(=O)c1ccc(Cl)cc1	-0.2	11	-18	-13	-5	4	3	4	0	2	15
Cc1cccc(OCCn2ccnc2)c1	2.4	13	10	-21	12	7	-3	4	6	1	8
COc1cccc(C(=O)Nc2ccc(-c3nc4ccccc4o3)c(O)c2)c1	1.2	-128	-13	-113	·	-84	6	2	4	-6	-16
CCCCOc1ccc(C(=O)N/N=C/c2ccc(OCCN3CCCCC3)c(OC)c2)cc1	-3.8	12	-7	3	-5	65*	-6	-22	0	2	10
CCOC(=O)Cc1csc(NC(=O)c2cccc(Cl)c2)n1	1.4	-37	·	0	-4	-56	-1	-8	0	-11	-4
CCn1c(SCC(=O)Nc2ccc(Br)cc2)nc2sc3c(c2c1=O)CCN(C)C3	-0.1	0	-2	-25	-3	-12	-10	-4	1	-9	6
Cc1cn([C@H]2C[C@H](O)[C@@H](CCC(=O)NCCc3ccc4ccccc4c3)O2)c(=O)[nH]c1=O	0.6	8	·	-5	-7	13	-3	4	·	·	-6
COC(=O)Nc1ccc(S(=O)(=O)N2CCC(C(=O)N3CCCC(C)C3)CC2)cc1 (centres undefined)	-0.8	11	-7	-2	-7	17	-1	-12	4	-7	12
CN(C(=O)c1cccc(NC(=O)Cc2ccc(NC(=O)C3CCCN(C(=O)C4CCC4)C3)cc2)c1)C1CCC1 (centres undefined)	-0.7	3	2	-15	-5	2	5	1	·	-8	-8
O=C(c1cc2ccccc2oc1=O)N(Cc1ccco1)CC1CCCO1 (centres undefined)	-0.8	8	-4	22	-5	9	-2	-4	-3	-3	4
CC(=O)Nc1ccc(NC(=O)c2ccc(CN3CCc4ccccc4C3)cc2)cc1	1.8	12	7	-15	16	4	2	14	6	3	-4
O=C(CSCc1ccc(Cl)cc1)NCC1CCCO1 (centres undefined)	-0.1	-5	-13	-6	-5	-8	1	-2	-1	-3	11
CCOc1ccc(-n2c(C)c(C(C)=O)c3cc(OCC(N)=O)ccc32)cc1	-0.4	16	-7	-5	-3	-2	-3	-2	0	-5	3
COc1cc(/C=N/NC(=O)c2cc(C)oc2C)ccc1O	1.8	6	17	-16	-3	-5	-3	2	-4	-2	-1
COc1ccc(-n2nc3c(c2NC(=O)C2CC2)CS(=O)(=O)C3)cc1	-0.4	14	4	3	-3	3	8	-1	2	0	10
Nc1ccc(-c2nnc(-c3ccc(-c4ccccc4)cc3)o2)cc1	0.4	-217	-84	-87	-4	-202	-6	-12	3	-9	-92
O=C(NC1CCCc2ccccc21)c1cc(Cl)ccn1 (centres undefined)	0.0	-5	11	20	-5	15	-15	-1	4	1	5
Cc1cc2ncc(C(=O)N=CN(C)C)cn2n1	0.6	17	-1	-29	-4	3	-2	6	-1	-3	1

Structures from the list above that contain bromine, in the order listed:
SMILES	iPSC survival up	HIF-2a inh	MITF TRPM1 inh	NR2E3 ag-1	CaV13 FRET inh	Peg3 promoter	HTR2A ag	H9c2 protect	NR2E3 ag-2	PDI turbidity	Shn3 3UTR inh
C=CCNC(=O)COc1ccc(Br)cc1Cl	0.0	-152	-67	-44	-5	-210	1	-7	0	0	-20
O=C(NCc1cccnc1)c1ccc(CS(=O)(=O)c2ccc(Br)cc2)o1	-1.1	-39	2	-18	-2	-29	1	-17	1	·	16
O=C(NCc1ccccc1Br)c1ccncc1	0.5	3	0	-7	·	10	-4	-6	-1	-1	-1
CCn1c(SCC(=O)Nc2ccc(Br)cc2)nc2sc3c(c2c1=O)CCN(C)C3	-0.1	0	-2	-25	-3	-12	-10	-4	1	-9	6

Some of the entries so far, field by field.
COc1cc(/C=N/NC(=O)c2cc(C)oc2C)ccc1O
  iPSC survival up: 1.8
  HIF-2a inh: 6
  MITF TRPM1 inh: 17
  NR2E3 ag-1: -16
  CaV13 FRET inh: -3
  Peg3 promoter: -5
  HTR2A ag: -3
  H9c2 protect: 2
  NR2E3 ag-2: -4
  PDI turbidity: -2
  Shn3 3UTR inh: -1

COc1ccc(-n2nc3c(c2NC(=O)C2CC2)CS(=O)(=O)C3)cc1
  iPSC survival up: -0.4
  HIF-2a inh: 14
  MITF TRPM1 inh: 4
  NR2E3 ag-1: 3
  CaV13 FRET inh: -3
  Peg3 promoter: 3
  HTR2A ag: 8
  H9c2 protect: -1
  NR2E3 ag-2: 2
  PDI turbidity: 0
  Shn3 3UTR inh: 10

Other compounds
SMILES	iPSC survival up	HIF-2a inh	MITF TRPM1 inh	NR2E3 ag-1	CaV13 FRET inh	Peg3 promoter	HTR2A ag	H9c2 protect	NR2E3 ag-2	PDI turbidity	Shn3 3UTR inh
COc1ccc(CC(=O)Cc2ccc(OC)c(OC)c2)cc1OC	1.0	13	·	16	-7	-4	14	6	·	2	-16
COc1ccc(NC(=O)COC(=O)CCc2ccccc2)c(OC)c1	-0.4	2	3	-4	-2	1	6	-3	2	-19	10
Cc1ccc(CSc2ccc(-c3ccc4c(c3)OCO4)nn2)cc1	-1.4	-77	-12	-36	-3	-55	5	1	-1	9	-22
C/C(=N/Nc1ccc(C(=O)c2c(C)cc3ccccn23)cc1[N+](=O)[O-])c1ccc(O)cc1	0.6	-4	7	8	-6	33	-1	-11	·	-5	48
COc1ccccc1OCC(=O)Nc1nc2c(s1)CCCC2	-0.1	-184	-37	-21	-13	-144	-2	-2	4	4	-23
COc1cc(C(C2C(=O)CC(C)(C)CC2=O)C2C(=O)CC(C)(C)CC2=O)ccc1OC(C)=O	-0.5	16	-6	-29	-5	9	7	7	-1	-2	-9
COc1ccccc1CNC(=O)c1cc(-c2ccccc2)nn1CC1CC(c2cccnc2)=NO1 (centres undefined)	9.0	8	6	-47	-4	16	4	5	6	4	9
COc1ccc(S(=O)(=O)N(C)C[C@H]2OCc3cn(nn3)CCCC(=O)N([C@@H](C)CO)C[C@@H]2C)cc1	-3.1	6	·	10	-3	-1	2	5	·	·	6
CS/C(=C\[N+](=O)[O-])Nc1ccc(F)cc1	-1.7	-2	12	-9	·	-7	-2	-2	3	-4	-11
COc1ccc(NC(=O)C2CCN(C(=O)c3ccc(OC)cc3)CC2)cc1	-3.9	5	8	-3	·	18	-3	8	-2	-2	3
CS(=O)(=O)N(CC(=O)N1CCCCCC1)c1ccc(Cl)cc1	0.8	16	15	-15	-21	7	2	2	2	-29	3
CC1CCN(c2ccc(NC(=S)NC(=O)c3ccco3)cc2)CC1	-4.1	-138	-24	-61	-5	-210	-2	-24	2	-22	-2
Cc1cc(NC(=O)c2ccc3c(c2)OCO3)ccc1NC(=O)c1ccco1	-1.0	-89	-62	-42	-5	-142	0	0	2	8	-28
CCCC(C)NC(=O)C1CCN(C(=O)C2CC(=O)N(c3ccc(C)cc3)C2)CC1 (centres undefined)	-0.3	12	0	3	-5	4	2	0	1	-1	14
COC(=O)CSc1nc2sc3c(c2c(=O)[nH]1)CCC3	-0.6	10	15	-9	1	5	0	31	-1	0	6
Cc1cc(=O)oc2cc(OCC(=O)c3ccccc3)ccc12	0.1	-63	-7	-26	-20	-53	0	1	2	3	-5
COc1ccc(OC)c(C(=O)COC(=O)C2CC3CCCC(C2)C3=O)c1 (centres undefined)	1.3	3	4	-20	-7	6	1	-11	5	9	13
O=S(=O)(Nc1ccccc1Cl)c1ccc2[nH]c(=S)oc2c1	0.3	12	-1	6	-5	-4	0	10	2	4	3
